Source: PubChem
KCNK3 inh: human KCNK3 channel inhibition, primary screen | O14649 | CHO-KCNK3 thallium flux, FluxOR fluorescence; active compounds read low | B-score at 10 µM | hit rate 0.84% among 340,000 | AID 602410;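 active means B-score under library mean minus 4 SD, starting fluorescence ratio at most library mean plus 5 SD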;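 further: more negative B-score means stronger inhibition of thallium flux through KCNK3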
ANO1 activ: activates or potentiates the mouse TMEM16A chloride channel; HEK293 TMEM16A/YFP-H148Q/I152L, iodide quench fluorescence; active compounds read low; Q8BHY3; hit rate 0.3% among 340,000; B-score at 10 µM;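 active means fluorescence-ratio B-score plate-corrected deviation score at least 3 library SD below zero, with starting fluorescence score within 5 deviations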;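 further: channel opened by trigger with iodide after compound preincubation; score built on the fluorescence ratio of max minus min over baseline; more negative score means more quench and so TMEM16A activation or potentiation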
hERG protect: hERG (human) protection from proarrhythmic block | CHO-hERG, FluxOR thallium flux, dofetilide IC70 present | activation (rescue from dofetilide block), less the hit threshold, % at 10 µM | hit rate 0.51% among 310,000 | AID 1511;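 active means activation above the mean of controls blocked by dofetilide plus 5 SD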;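 further: thallium influx through hERG after potassium depolarization seen as dye fluorescence rise; in these data hits start at about 4.7%; inactives centre near -7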
RGS4 pot: RGS4 potentiation or activation | HEK293 M3R/inducible RGS4, carbachol calcium flux Fluo4; active compounds read low | AID 463111 | B-score at 10 µM | hit rate 0.92% among 310,000;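 active means B-score of the integrated calcium signal more than 4 SD below the library mean, with starting fluorescence not abnormally high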;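 further: negative B-score means reduced calcium response which marks RGS4 activation or potentiation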
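System – HEK293 FlpIn-TREx cells, stable M3R, doxycycline-inducible RGS4 · Reagent – ECmax carbachol challenge · Times – compound preincubation 20 min at room temperature before agonist · Technique – Fluo4 fluorescence kinetic imaging of calcium · Measure – B score of integrated Fluo4 ratio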
KCNQ1 pot: human KCNQ1 channel potentiation or activation; P51787; CHO-K1 KCNQ1, thallium flux FluxOR fluorescence; active compounds read high; B-score at 10 µM; hit rate 0.35% among 310,000;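 active means fluorescence ratio B-score, a plate-corrected score, at least three library SD, with initial intensity B-score within 5 SD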
Target sequence (P51787 whole entry, looked up): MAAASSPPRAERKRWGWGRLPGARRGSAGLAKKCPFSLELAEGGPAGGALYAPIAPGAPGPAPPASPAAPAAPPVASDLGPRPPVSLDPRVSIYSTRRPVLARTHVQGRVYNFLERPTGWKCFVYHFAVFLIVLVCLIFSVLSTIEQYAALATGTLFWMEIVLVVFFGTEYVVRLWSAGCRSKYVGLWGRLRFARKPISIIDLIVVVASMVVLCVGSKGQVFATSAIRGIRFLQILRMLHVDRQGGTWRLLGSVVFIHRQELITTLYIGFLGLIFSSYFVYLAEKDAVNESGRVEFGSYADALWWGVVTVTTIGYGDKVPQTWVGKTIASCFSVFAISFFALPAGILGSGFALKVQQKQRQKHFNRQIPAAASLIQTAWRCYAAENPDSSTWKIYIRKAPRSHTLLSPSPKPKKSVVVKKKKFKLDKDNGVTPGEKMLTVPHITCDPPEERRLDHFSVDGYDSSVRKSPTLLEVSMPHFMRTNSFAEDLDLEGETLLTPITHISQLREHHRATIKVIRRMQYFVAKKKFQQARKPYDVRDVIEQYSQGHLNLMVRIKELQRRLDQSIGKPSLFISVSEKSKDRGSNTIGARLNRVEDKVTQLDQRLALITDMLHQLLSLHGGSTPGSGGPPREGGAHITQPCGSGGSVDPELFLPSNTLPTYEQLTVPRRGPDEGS
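Doses: Single concentration per compound, DMSO matched to controls | Test system: KCNQ1-transfected CHO-K1 cells | Timing: 90 min dye loading and 20 min compound exposure, both at room temperature | Measured by: Kinetic FluxOR thallium fluorescence, 10-s 1-Hz baseline, 110-s post-stimulus read | Medium: Assay buffer with matched DMSO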
RGS4 block: inhibitors of human RGS4. P49798. HEK293 M3R/RGS4 inducible, Fluo-4 calcium flux; active compounds read high; triggered by carbachol at its EC20. B-score at 10 µM. AID 463165. hit rate 0.45% among 310,000;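 active means B-score, a plate-corrected calcium signal, over three deviations above library mean, with baseline fluorescence within five deviations of library mean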;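 further: RGS4 expression induced by doxycycline in cells with stable M3 receptor; B-score is computed from the integrated fluorescence ratio over baseline after carbachol; higher B-score means a larger calcium signal and so more RGS4 inhibition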
KCNK9 block: human KCNK9 channel inhibition | B-score at 10 µM | Q9NPC2 | HEK293 KCNK9, FluxOR thallium flux fluorescence; active compounds read low | hit rate 1.2% among 310,000;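 active means ratio B-score over 3 SD below the library mean, with starting fluorescence within 5 SD of its mean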;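 further: negative B-score means less thallium flux so channel inhibition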
Target sequence (Q9NPC2 whole entry, looked up): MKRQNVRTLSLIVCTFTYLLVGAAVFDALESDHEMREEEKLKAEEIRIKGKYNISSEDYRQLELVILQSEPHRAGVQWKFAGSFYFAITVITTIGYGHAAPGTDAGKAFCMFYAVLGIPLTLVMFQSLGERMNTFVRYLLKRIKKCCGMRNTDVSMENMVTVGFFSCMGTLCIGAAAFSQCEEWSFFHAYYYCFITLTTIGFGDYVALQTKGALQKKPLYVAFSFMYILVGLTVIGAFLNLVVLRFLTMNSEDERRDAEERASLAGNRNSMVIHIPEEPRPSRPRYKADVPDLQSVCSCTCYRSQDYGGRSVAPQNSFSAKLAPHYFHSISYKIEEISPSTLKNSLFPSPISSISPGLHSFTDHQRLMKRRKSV
ANO1 block: inhibitors of mouse TMEM16A calcium-activated chloride channel; normalized B-score (activity score, 25-100; higher = stronger inhibition) at 10 µM; HEK293 TMEM16A/YFP iodide influx fluorescence, ionomycin; Q8BHY3; hit rate 1.2% among 310,000; AID 588511;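 active means ratio plate-corrected score three or more library SD toward inhibition, starting fluorescence score within five deviations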;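 further: score derived from kinetic fluorescence span divided by baseline fluorescence per well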
HDAC3 inhib: blocks human histone deacetylase 3; O15379; recombinant HDAC3, fluorogenic peptide/trypsin coupled, fluorescence; inhibition, % at 8.3 µM; hit rate 0.15% among 320,000; in the data active means inhibition above about 26%, passing the limit was not always enough; inconclusive means no clear call, values can overlap the other calls
KCNQ1 block: blocks the human KCNQ1 potassium channel | CHO-K1 KCNQ1, FluxOR thallium flux fluorescence; active compounds read high | B-score at 10 µM | hit rate 1.3% among 310,000;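 active means compounds whose thallium flux B-score, printed positive for inhibition, exceeds three library SD while starting fluorescence stays within three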;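 further: channel opened by potassium depolarization with thallium stimulus after 20 min compound exposure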
SKKanGAS inh: blocks kanamycin growth of S. pyogenes SKKanGAS strain; BacTiter-Glo, 6 h; inhibition, % at 7.5 µM; hit rate 1.3% among 300,000; AID 1662;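 active means mean replicate score, as percent of positive control median, at least 50; inconclusive means mean below 50 but one replicate at or above 50; inactive means mean and every replicate below 50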;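 further: strain carries kanamycin resistance gene driven by streptokinase promoter and grows in 40 µg/ml kanamycin; loss of luminescence reflects streptokinase promoter inhibition or plain growth inhibition; 0% = median of DMSO wells and 100% = positive control at its reference dose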
* marks the source's active call; other numbers are inactive results; i = inactive; ? = inconclusive; / = not tested or not shown.

SMILES	KCNK3 inh	ANO1 activ	hERG protect	RGS4 pot	KCNQ1 pot	RGS4 block	KCNK9 block	ANO1 block	HDAC3 inhib	KCNQ1 block	SKKanGAS inh
O=S(=O)(O)c1cccc2cccc(Nc3ccccc3)c12	i	i	-3	i	i	i	i	i	-52	i	11
Cc1cccc(C(=O)N2CCN(c3ncnc4c3cnn4-c3ccccc3)CC2)c1	i	i	-5	i	i	i	i	i	1	i	5
Cc1noc(C)c1C(=O)N1CCCC(Nc2ccc(C(C)C)cc2)C1 (stereo not given)	i	i	-4	i	i	i	i	i	0	i	0
O=C(Cn1ncc2c3ccccc3n(Cc3ccccc3F)c2c1=O)NCCN1CCOCC1	i	i	-5	i	i	i	i	i	-8	i	2
CCC(Oc1ccccc1)C(=O)Nc1nc2ccccc2[nH]1 (stereo not given)	i	i	-11	i	i	i	i	i	2	i	39
Cc1ccc(NC(=O)C(=O)NCCN2CCN(C(=O)C(c3ccccc3)c3ccccc3)CC2)cc1	i	i	-8	i	i	i	i	i	2	i	0
CC1=C(C)CC(C(=O)Nc2ccc(C(N)=O)cc2)C(C(=O)O)C1 (stereo not given)	i	i	-13	i	i	i	i	i	-2	i	7
CCCCN(C(=O)NC(=O)Nc1ccccc1OCC)S(C)(=O)=O	i	i	-10	i	i	i	i	i	0	i	-2
COC(=O)c1ccc(NC(=O)c2c(C(=O)Nc3ccccc3)sc3nc(C)cc(=O)n23)cc1	i	i	-11	i	i	i	i	i	-9	i	/
Cc1ccc(C(=O)NCCC(=O)N2CCOCC2)cc1	i	i	-6	i	i	i	i	i	0	i	-11
NNC(=O)c1[nH]c2ccc(Br)cc2c1-c1ccccc1	i	i	-7	i	i	i	i	i	-5	i	9
Cc1ccc(NC(=O)C2CCCN2S(=O)(=O)c2ccc(F)cc2)c(C)c1 (stereo not given)	i	i	-7	i	i	i	i	i	-8	i	3
CC(=O)c1ccc(OC(=O)c2ccc(Br)o2)cc1	i	i	-5	i	i	i	i	i	67*	i	1
COc1cccc(OC)c1C(=O)NNC(=O)c1cccc(COc2ccc3c(c2)CCC3)c1	i	i	-7	i	i	i	i	25*	-9	i	9
COc1ccc(C(=O)C2CCCN(C(=O)c3cccc(Cn4cccn4)c3)C2)cc1F (stereo not given)	i	i	-15	i	i	i	i	i	3	i	-3
Cc1cccc(N2C(=O)c3cccc(Oc4ccc(Cl)cc4)c3C2=O)c1	i	-7.3*	-5	i	i	i	i	i	9	i	10
CC1CCCN(S(=O)(=O)c2ccccc2[N+](=O)[O-])C1 (stereo not given)	i	i	-9	i	i	i	i	i	6	i	-8
CC(=O)[C@@]12O[C@@H]1C[C@H]1[C@@H]3CC[C@H]4C[C@@H](O)CC[C@]4(C)[C@H]3CC[C@@]12C	i	i	-7	i	i	i	i	i	1	i	1
O=C(c1ccccc1Cl)N1CCC(N2CCC(C(=O)N3CCCC3)CC2)CC1	i	i	-8	i	i	i	i	i	1	i	6
O=C(Nc1cccc2c1CCCC2)C1CCN(C(=O)NC2CCCCC2)CC1	i	/	-9	i	i	i	i	i	-4	i	-11
CCOC(=O)c1c(C)c(C(=O)NCC2CCCO2)c(C)n1CC (stereo not given)	i	i	-7	i	i	i	i	i	1	i	-12
O=C1CC(c2ccco2)CC(O)=C1C=NCCN1CCN(C2CC(=O)N(c3ccccc3)C2=O)CC1 (stereo not given)	i	i	-7	i	i	i	i	/	/	i	-6
C=CCn1c(SCC(=O)Nc2cccnc2Cl)nnc1-c1ccc(C(C)(C)C)cc1	i	i	-19	i	i	i	i	i	3	i	-3
N#C/C(=N\Nc1ccc(F)cc1)C(=N)N1CCCCC1	i	i	-6	i	i	i	i	i	6	i	-3
CC(Nc1nc(-c2ccc3c(c2)NC(=O)CO3)cs1)c1ccccc1 (stereo not given)	i	i	-9	i	i	i	i	i	36*	i	0

An excerpt from above in order of molecular weight, falling.
SMILES	KCNK3 inh	ANO1 activ	hERG protect	RGS4 pot	KCNQ1 pot	RGS4 block	KCNK9 block	ANO1 block	HDAC3 inhib	KCNQ1 block	SKKanGAS inh
Cc1ccc(NC(=O)C(=O)NCCN2CCN(C(=O)C(c3ccccc3)c3ccccc3)CC2)cc1	i	i	-8	i	i	i	i	i	2	i	0
COc1ccc(C(=O)C2CCCN(C(=O)c3cccc(Cn4cccn4)c3)C2)cc1F (stereo not given)	i	i	-15	i	i	i	i	i	3	i	-3
CCOC(=O)c1c(C)c(C(=O)NCC2CCCO2)c(C)n1CC (stereo not given)	i	i	-7	i	i	i	i	i	1	i	-12
CCC(Oc1ccccc1)C(=O)Nc1nc2ccccc2[nH]1 (stereo not given)	i	i	-11	i	i	i	i	i	2	i	39
N#C/C(=N\Nc1ccc(F)cc1)C(=N)N1CCCCC1	i	i	-6	i	i	i	i	i	6	i	-3

Other results:
SMILES	KCNK3 inh	ANO1 activ	hERG protect	RGS4 pot	KCNQ1 pot	RGS4 block	KCNK9 block	ANO1 block	HDAC3 inhib	KCNQ1 block	SKKanGAS inh
CN1CCN(S(=O)(=O)c2ccc(Br)s2)CC1	i	i	-14	i	i	i	i	i	0	i	-1
CCc1ccccc1Cn1c(=O)oc2cccnc21	i	i	-5	i	i	i	i	i	-26	i	2
Cc1ccc(N(CC(=O)NC2CCCCC2)C(=O)CCCC(=O)Nc2ccccn2)c(C)c1	i	i	-6	i	i	i	i	i	-3	i	9
COc1ccccc1/C=C1\CCC(C2CCCC2)C1=O (stereo not given)	i	i	-2	i	i	i	i	i	1	i	11
CCOc1ccc2[nH]c3c(NCCC(C)C)ncnc3c2c1	i	i	-7	i	i	i	i	i	3	i	2
Cc1cc(NC(=O)CSc2nc3c(c(=O)n2CCc2ccccc2)SC(C)C3)no1 (stereo not given)	i	i	-5	i	i	i	i	i	-1	i	-3
COc1ccc(NC(=O)CSc2nnc(CNC(=O)c3ccco3)o2)c(OC)c1	i	i	-6	i	i	i	i	i	0	i	-2
c1csc(-c2nc3ccccn3c2NC2CCCCC2)c1	i	i	-7	i	i	i	i	i	?	i	1
Cn1c(=O)c2c(nc(SCC(=O)O)n2Cc2cc3c(cc2Cl)OCO3)n(C)c1=O	i	i	-13	i	i	i	i	i	11	i	-10
Cc1ccc(Nc2nc(N)c([N+](=O)[O-])c(N3CCCC(C)C3)n2)cc1C (stereo not given)	i	i	-3	i	i	i	i	i	-7	i	43
CCOC(=O)c1c(NC(=O)c2ccc(S(=O)(=O)N(C)CC3CCCO3)cc2)sc2c1CC(C)(C)NC2(C)C (stereo not given)	i	i	-13	i	i	i	i	i	2	i	2
Cn1c(=O)c2c(nc(Br)n2C)n(C)c1=O	i	i	-5	i	i	i	i	i	-11	i	6
COc1ccc(-c2nc(N)n(C(=O)c3ccccc3)n2)cc1	i	i	-7	i	i	i	i	/	/	i	-1
C#CCOCCOCCOCCNc1nc(N2CCN(C(=O)[C@H](CCC(=O)O)n3cc(C(N)Cc4ccc(O)cc4)nn3)CC2)nc(N2CCN(C(=O)[C@H](Cc3ccc(O)cc3)n3cc(C(N)CC(C)C)nn3)CC2)n1 (stereo not given in full)	/	/	-1	i	i	i	i	/	/	i	0
O=C(Nc1ccc(Cl)c(Cl)c1)Nc1ccc(N2CCCC2)c(S(=O)(=O)Nc2ccccc2Cl)c1	i	i	-6	i	i	i	i	i	-3	i	28
CC(C)(C)n1nc(Cc2cccc3ccccc23)c2c(N)ncnc21	i	i	-22	i	i	i	i	i	18	i	13
S=c1[nH]nc(-c2cc(-c3ccccc3)n[nH]2)n1/N=C/c1cccs1	i	i	-11	i	i	i	i	i	0	i	8
COc1cc(OC)cc(C(=O)Nc2nc3ccc(S(C)(=O)=O)cc3s2)c1	i	i	-12	i	i	i	i	i	-3	i	7
CCn1c(SCC(=O)NCCOC)nc2sc3c(c2c1=O)CCCC3	i	i	-5	i	i	i	i	i	-1	i	-3
CCCc1cc(=O)oc2c(CNc3ccc(OCC)cc3)c(O)ccc12	i	i	-22	i	i	i	i	i	7	i	1
CC(Oc1ccc(Cl)cc1Cl)c1nc(-c2ccccn2)no1 (stereo not given)	i	i	-8	i	i	i	i	i	3	i	-8
Cc1ccc(CCNC(=O)C2CCCN(c3ncnc4c3nc3n4CCCCC3)C2)cc1 (stereo not given)	i	i	-12	i	i	i	i	i	4	i	-2
CC(C)CCNC(=O)C1CC(c2ccccc2C(F)(F)F)=NO1 (stereo not given)	i	i	-8	i	i	i	i	i	5	i	3
Cc1cccc(NC(=O)COc2ccc(/C=N\n3cnnc3)cc2)c1	i	i	-11	i	i	i	i	i	7	i	-5
CCOC(=O)Cc1csc(N/N=C/c2ccc(Cl)cc2)n1	i	i	-5	i	i	i	i	i	6	i	-6
The list continues:
SMILES	KCNK3 inh	ANO1 activ	hERG protect	RGS4 pot	KCNQ1 pot	RGS4 block	KCNK9 block	ANO1 block	HDAC3 inhib	KCNQ1 block	SKKanGAS inh
O=C(CNC(=O)c1sc2ccccc2c1Cl)OCc1ccccc1	i	i	-9	i	i	i	i	i	13	i	2
CC1CC(C)CN(CCCNC(=O)CCC(=O)N2CCOc3ccccc32)C1 (stereo not given)	i	i	-3	i	i	i	i	i	3	i	1
CN(C)c1ccc(-c2cccc(C3CC=CC4C3C(=O)N(Cc3ccccc3)C4c3ccc4ccccc4c3)c2)cc1 (stereo not given)	i	i	-7	i	i	i	i	i	-10	i	-2
Cn1nc(-c2ccc(C(=O)Nc3cccnc3)cc2)c2ccccc2c1=O	i	i	-18	i	i	i	i	i	2	i	-3
Cc1ccccc1OCC(O)CN1CCN(c2ccc(Cl)cc2)CC1 (stereo not given)	i	i	-18	i	i	i	i	i	6	i	1
COCCCNC(=O)C1CC(=O)OC1c1ccc(OC)c(OC)c1 (stereo not given)	i	i	-12	i	i	i	i	i	-10	i	0
COc1ccc(N2CCN(CCCNC(=O)c3cc4sccc4n3C)CC2)cc1	i	i	-11	i	i	i	i	i	0	i	-9
Cc1nc(N)c(C#N)c(-c2cccnc2)c1C	i	i	0	i	i	i	i	i	1	i	2
CC1=C(C(=O)OCc2ccccc2)C(c2ccc(-c3ccccc3)cc2)NC(=O)N1CCCC(=O)O (stereo not given)	/	/	-15	i	i	i	i	i	0	i	11
O=C(COC(=O)C1=Cc2ccccc2OC1)NCc1ccccc1	i	i	-8	i	i	i	i	i	/	i	17
Cc1cc(C(=O)Nc2nc3c(s2)CCCC3)no1	i	i	-13	i	i	i	i	i	0	i	-7
Cc1cc(SCc2ccccc2F)nc(=O)[nH]1	i	i	-4	i	i	i	i	i	3	i	9
